# PTAP TSG101 blk – blocks PTAP/TSG101 interaction to inhibit HIV-1 budding; Q99816; Fluorescence polarization, FITC-PTAP peptide / Tsg101 binding; Potency, µM (top dose mostly 115 µM), without a hit: top-dose activity change, negative = inhibition, usual class: inhibitors; 340,000 tested, under 10 active; AID 493005; active = well fitted inhibition curve with a large enough effect in the main read-out, with a control signal flat, not every such curve was filed as active; inconclusive = small, poorly fitted or top-dose-only effect, or effect the other way, or a change in a side signal; inactive = no such curve, though single readings can be large or run the other way; also: potency is read from the fitted curve at half-maximal effect; % of control where 0% means no effect
#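 Compounds were pin-transferred onto Tsg101 binding domain (10 uM final) in HEPES pH 7.5 buffer, then FITC-PTAP peptide was added at 50 nM final. After 20 min at RT, polarization reported peptide displacement across a qHTS concentration series.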
# A-T KAP1 phos – potential ataxia-telangiectasia treatments restoring KAP-1 phosphorylation; […] A-T fibroblasts, KAP-1 phosphorylation AlphaLISA; neocarzinostatin DNA damage 30 min before lysis; 0.19% of 320,000 active; AID 485349; Potency, µM (top dose mostly 57.5 µM), inactives show at the top dose activation, actives largely listed as activators; also: potency is read from the fitted curve at half-maximal effect; % of control where 0% means no effect; nearly all actives have a fitted effect of over 45% in size
#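 hTERT-immortalized A-T patient fibroblasts ([…]), 500 cells/well in OPTI-MEM, 1% FBS, got compounds for 60 min, then NCS for 30 min at 37C. Lysates were then assayed for phospho-KAP-1 by AlphaLISA (anti-pKAP1 donor, anti-KAP1 acceptor beads), 6 hr at 25C.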
# TCR activator – activates T cell receptor signaling | primary human leukocytes, anti-CD3, IL-2 HTRF, 48 h | Potency, µM (top dose mostly 9.22 µM), for inactives: top-dose activation of IL-2 secretion, usual class: activators | 330,000 tested, under 10 active | AID 504894; also: % of control where 0% means no effect
#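 IL-2 release read by HTRF sandwich (Eu cryptate donor, d2 acceptor, 665 nm emission) after 48 hr exposure of primary human leukocytes to compound together with anti-CD3 beads in the absence of co-stimulatory signals.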
# Tb PFK inh – T. brucei PFK enzyme inhibition. 0.17% of 330,000 active. O15648. T. brucei PFK, ADP-Glo luminescence. Potency, µM (titrated, usually from 57.5 µM), without a hit: at the top dose activity, negative = inhibition, most hits filed as inhibitors;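 also: potency is read from the fitted curve at half-maximal effect; 0% = uninhibited 1x PFK enzyme wells and -100% = no-enzyme wells; nearly all actives have a fitted effect of over 60% in size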
# Target sequence (O15648 whole entry, looked up): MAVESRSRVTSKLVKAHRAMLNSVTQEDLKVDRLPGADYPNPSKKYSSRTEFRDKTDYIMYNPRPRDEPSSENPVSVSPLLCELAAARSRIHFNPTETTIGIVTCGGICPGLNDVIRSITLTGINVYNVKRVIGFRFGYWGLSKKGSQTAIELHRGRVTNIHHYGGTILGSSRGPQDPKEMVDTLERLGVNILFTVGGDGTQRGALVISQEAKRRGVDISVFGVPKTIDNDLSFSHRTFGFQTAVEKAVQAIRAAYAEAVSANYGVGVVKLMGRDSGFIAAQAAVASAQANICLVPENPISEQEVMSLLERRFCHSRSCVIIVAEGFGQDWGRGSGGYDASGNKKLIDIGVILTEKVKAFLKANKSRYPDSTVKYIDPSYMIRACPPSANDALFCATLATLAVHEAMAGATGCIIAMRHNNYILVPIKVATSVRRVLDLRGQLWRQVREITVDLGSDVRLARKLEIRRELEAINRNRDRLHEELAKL
#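 In TEA buffer at pH 8.0 with 5 mM MgCl2, enzyme (1.25 nM) converted F6P (0.5 mM) and ATP (0.1 mM) for 45 min at room temperature. ADP product was read by luciferase luminescence.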
# Integrin act MD – integrin-mediated muscular dystrophy alleviation activation; 0.064% of 350,000 active; AID 624291; alpha7betagal myoblasts, beta-gal FDG fluorescence, 48 h; Potency, µM (top dose mostly 38.3 µM), inactives show at the highest dose activation, hits mostly activators;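 also: potency is read from the fitted curve at half-maximal effect; 100% = response of the positive control SU9516; nearly all actives have a fitted effect of over 60% in size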
#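 alpha7betagal+/- myoblasts (passage 13, 250/well) treated 48 h at 37C with compounds at 1:260 dilution of DMSO stock. Lysed, then beta-galactosidase activity read as FDG fluorescence (ex 480/em 540) after 30 min, with pre-read for autofluorescence.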
# BCR signal inh – chronic active BCR signaling inhibition. ABC-DLBCL IkBa-CBG/CBR reporter, luminescence ratio, 4 h. Potency, µM (series often up to 46.1 µM), inactives show top-dose ratio change, negative = lower green/red ratio, actives largely listed as inhibitors. 0.05% of 340,000 active. AID 493014; active = well fitted inhibition curve with a large enough effect in the signal ratio, with a control signal flat, not every such curve was filed as active; inconclusive = small, poorly fitted or top-dose-only effect, or effect the other way, or a change in a side signal; the % refers to the signal ratio;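 also: potency is read from the fitted curve at half-maximal effect; plate controls were basal doxycycline-induced cells for no effect and cells given 10 µM MG132 for full effect; MG132 reads +100%, hits lower the ratio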
#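 Doxycycline induced both beetle luciferases in TMD8 lymphoma cells; IKK-driven degradation limits the IkappaBalpha-fused green signal, while red luminescence normalises for cell number and nonspecific effects. Compounds tested up to 46 uM, 4 hrs.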
# Eya2 phos inh – inhibitors of human Eya2 phosphatase activity; O00167; recombinant Eya2, OMFP fluorescence dephosphorylation (OMFP is methylfluorescein phosphate); Potency, µM (titrated, usually from 76.9 µM), for the others: top-dose activity, negative = inhibition, most hits filed as inhibitors; 0.006% of 330,000 active; AID 488837; also: potency is read from the fitted curve at half-maximal effect; % is scaled to controls: 0 for no effect and ±100 for the full control effect
#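 Eya2 (0.2 uM) preincubated 10 min at ambient with compound, then OMFP substrate added at 50 uM; 10 min reaction in 50 mM HEPES pH 7.5, 50 mM NaCl, 5 uM MgCl2, 0.05% BSA, 1 mM DTT. Fluorescence read at Ex 485/Em 525 nm.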
# ASM inhibitor – inhibitors of human secretory acid sphingomyelinase; P17405; placental ASM, HMU-PC fluorogenic substrate, 60 min; 0.006% of 340,000 active; Potency, µM (top dose mostly 57.5 µM), for inactives: top-dose activity change, negative = inhibition, usual class: inhibitors; AID 504937; also: potency is read from the fitted curve at half-maximal effect
# Target sequence (P17405 47-631 limits assumed): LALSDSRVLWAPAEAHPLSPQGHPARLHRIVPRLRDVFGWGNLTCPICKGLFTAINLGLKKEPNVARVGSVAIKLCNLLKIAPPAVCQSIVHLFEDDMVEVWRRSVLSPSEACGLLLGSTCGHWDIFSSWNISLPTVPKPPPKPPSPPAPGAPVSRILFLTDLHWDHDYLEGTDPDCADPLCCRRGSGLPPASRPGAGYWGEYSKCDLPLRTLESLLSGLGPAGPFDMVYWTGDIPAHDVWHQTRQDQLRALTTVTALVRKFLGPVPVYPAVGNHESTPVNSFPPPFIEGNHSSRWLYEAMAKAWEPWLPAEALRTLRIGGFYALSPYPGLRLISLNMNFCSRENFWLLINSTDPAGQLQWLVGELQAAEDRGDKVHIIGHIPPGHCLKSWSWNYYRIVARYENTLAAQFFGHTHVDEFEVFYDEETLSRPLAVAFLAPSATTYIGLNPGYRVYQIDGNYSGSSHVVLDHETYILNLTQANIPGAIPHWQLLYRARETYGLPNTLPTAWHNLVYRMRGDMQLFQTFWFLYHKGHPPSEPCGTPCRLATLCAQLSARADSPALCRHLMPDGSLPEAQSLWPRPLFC
#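 Human placenta-derived ASM preincubated with compound 10 min at room temperature, then reacted with 9 uM (final) fluorogenic HMU-PC substrate for 60 min at 37 C. Stop solution raises pH to 10; fluorescence read at Ex 386/Em 447 nm.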
# Mito fusion yeast – blocks mitochondrial division or promotes mitochondrial fusion. S. cerevisiae fusion-defective mutant growth rescue, CellTiterGlo 48 h. Potency, µM (top dose mostly 46.1 µM), inactives show at the highest dose growth rescue (activation), hits mostly activators. 0.23% of 320,000 active. AID 485298;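 also: potency is read from the fitted curve at half-maximal effect; % of control where 0% means no effect; nearly all actives have a fitted effect of over 45% in size; temperature-sensitive fusion mutants such as fzo1-1 at 37 °C on non-fermentable ethanol glycerol medium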
#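 Read-out: ATP-based luminescence (CellTiterGlo, 10 min ambient) reporting growth of fusion-defective ts yeast after 48 hours at 37C on glycerol/ethanol YPEG medium in the presence of compound.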
# TSHR antag – blocks TSH signaling through the human TSH receptor; P16473; activity change, negative = inhibition, % at 11.5 µM; 0.2% of 330,000 active; TSHR-expressing cells, TSH-stimulated cAMP HTRF, 2 h; hits give low values;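 active = activity change below a set negative limit, meaning inhibition stronger than a set level, cut at about -70% in these data; inconclusive = activity change between two set negative limits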; also: % is scaled to controls: 0 for no effect and ±100 for the full control effect
#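 TSHR-expressing cells, 200/well, pre-treated with compound, then stimulated with EC80 TSH (4nM final) for 2 hours at 37 deg C. cAMP measured by competitive HTRF: anti-cAMP cryptate antibody in lysis buffer plus cAMP-d2, read after 30 minutes at room temperature.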
# ELG1 repair inh – inhibitors of ELG1-dependent DNA repair in HEK293T cells; Potency, µM (titrated, usually from 46.1 µM), without a hit: top-dose activity change, negative = inhibition, usual class: inhibitors; HEK293T ELG1-luciferase reporter, luminescence, 16 h; DNA damage induced by 5-fluorouridine; 2.3% of 330,000 active; also: potency is read from the fitted curve at half-maximal effect; % is scaled to controls: 0 for no effect and ±100 for the full control effect; nearly all actives have a fitted effect of over 55% in size
#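 Quantitative HTS, concentration-response format. 2,000 cells/well co-treated with 5-fluorouridine and compound, 16 hr in 5% CO2 at 37 °C; ONE-Glo luminescence read after 30 min.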
# An asterisk follows results filed as active; ? = inconclusive; / = not tested or not shown; [ ] = another dose, or the depositor's remark. Unless noted, calls follow the shape of the dose curve; as a rule, active = well fitted curve in the direction sought with a large enough effect; inconclusive = small, poorly fitted or top-dose-only effect, or another doubt; inactive = no such curve, though single readings can be large; an effect the other way counts as inactive or inconclusive. Not a hit list. Share with any hit: about 3.2%.
nr	compound	PTAP TSG101 blk	A-T KAP1 phos	TCR activator	Tb PFK inh	Integrin act MD	BCR signal inh
1	COc1ccc(C(Nc2ccccn2)c2oc(CO)cc(=O)c2O)cc1 (centres undefined)	0%	-1%	1%[46.1 µM]	-5%	11%	5%
2	Cc1cccc(NC2=C(Cl)C(=O)OC2OC(=O)c2ccco2)c1 (centres undefined)	-2%	9%	3%	0%	-32%	?
3	COc1ccccc1N(CC(=O)NC1CCCCC1)S(=O)(=O)c1cccs1	0%	-14%	6%	-5%	?	?
4	Cn1c(=O)n(C)c2cc(S(=O)(=O)N3CCCCC3)ccc21	-2%	-10%	-2%	-1%	-16%	-16%
5	COc1ccc(CC(=O)N2CCN(c3ccccc3)CC2)cc1OC	0%	3%	-5%	3%	-3%	-1%
6	COc1ccccc1C(=O)Nc1ccc(-c2nnn(CC(=O)N3CCOCC3)n2)cc1	1%	3%	0%	-1%	?	?
7	c1ccc(CCNC2=NCCCS2)cc1	0%	-6%	-5%	4%	10%	1%
8	Cc1cc(C)c(C)c(S(=O)(=O)Nc2ccccc2C(=O)NCCCN2CCOCC2)c1C	-3%	-3%	-2%	-1%	19%	2%
9	CCOC(=O)c1ccc(OCCOc2cccc(C)c2)cc1	0%	13%	1%	0%	-10%	1%
10	CCCc1cc(C(=O)Nc2cc(C)on2)no1	-4%	9%	1%	1%	0%	-17%
11	CC1(NC(=O)COc2ccccc2-c2ccccc2)CCS(=O)(=O)C1 (centres undefined)	-3%	0%	1%	2%	3%	?
12	O=C(O)/C=C/c1cn(Cc2ccccc2Cl)nc1-c1ccccc1	-6%	10µM*	-6%	3%	15%	3%
13	N#Cc1c(N2CCN(C(=O)c3ccccc3Cl)CC2)nc(-c2ccccc2)c2c1CCCC2	-4%	5%	0%	-9%	2%	19%
14	COC(=O)c1ccc(-n2nnnc2SCC(=O)Nc2ccccc2C(=O)OC)cc1	-3%	2%	-3%	-9%	26%	5%
15	CCOC(=O)c1c(NC(=O)CSc2nnc(CNc3ccc(F)cc3)o2)sc(C(C)=O)c1C	-1%	-2%	1%	-4%	-19%	?

nr	Eya2 phos inh	ASM inhibitor	Mito fusion yeast	TSHR antag	ELG1 repair inh
1	4%	3%	1%	-3	16%
2	-10%	-2%	3%	-19	-7%
3	4%	4%	2%	6	-3%
4	-7%	0%	4%	3	?
5	?	3%	3%	7	-14%
6	-6%	0%	2%	4	5%
7	-6%	2%	2%	7	14%
8	8%	-3%	-1%	-1	0%
9	-6%	3%	-3%	-1	-3%
10	-18%	-10%	-1%	-2	?
11	9%	2%	6%	-2	-7%
12	-8%	0%	21%	-38	13%
13	-11%	131%[activator]	6%	-3	-14%
14	11%	2%	23%	6	10%
15	-39%	-7%	5%	-8	-25%

# The closing 2 entries of the part above open the next one.
nr	compound	PTAP TSG101 blk	A-T KAP1 phos	TCR activator	Tb PFK inh	Integrin act MD	BCR signal inh
14	COC(=O)c1ccc(-n2nnnc2SCC(=O)Nc2ccccc2C(=O)OC)cc1	-3%	2%	-3%	-9%	26%	5%
15	CCOC(=O)c1c(NC(=O)CSc2nnc(CNc3ccc(F)cc3)o2)sc(C(C)=O)c1C	-1%	-2%	1%	-4%	-19%	?
16	Cc1noc(C)c1COC(=O)c1csc2c1CCC(C)C2 (centres undefined)	-1%	4%	3%	0%	-8%	?
17	CC(=O)NCCc1ccc(S(=O)(=O)N(C)C2CCS(=O)(=O)C2)cc1 (centres undefined)	/	6%	/	-4%	21%	-2%
18	CCc1ccc(C2CC(=O)N3CN(c4ccccc4)CSC3=C2C#N)cc1 (centres undefined)	-1%	17%	-1%	-15%	-12%	-3%
19	CC(=O)OC1OCCOC1NC(=S)NCc1ccco1 (centres undefined)	-5%	-4%	6%	4%	-33%	-6%
20	Nc1nonc1-n1nnc(C(=O)N/N=C/c2c(Cl)cccc2Cl)c1CSC1=NCCS1	69%[activator]	10%	6%	3%	-20%	2%
21	Cc1cc(C(=O)NCC(C)(C)N2CCOCC2)c(C)o1	0%	-2%	4%	-1%	5%	0%
22	COc1ccc(OCC(O)CNC(=O)c2ccc(Br)cc2)cc1 (centres undefined)	-3%	6%	-1%	18%	-21%	-13%
23	COC(=O)CC(=O)CSc1nc(C)cc(C)c1C#N	-4%	4%	2%	-8%	-1%	2%
24	COC(=O)c1ccsc1NC(=O)CN1CCN(c2ccc(F)cc2)CC1	-9%	1%	7%	14%	-4%	?
25	O=C(C[n+]1ccn(CCCNP2(=O)C=C(c3ccccc3)OC(c3ccccc3)=C2)c1)c1cccs1	-2%	9%	4%	8%	-35%	7%
26	O=c1c2ccccc2nnn1CSc1nnc(-c2cccs2)n1Cc1ccccc1	-6%	2%	/	1%	5%	24%
27	Cc1ccc(S(C)(=O)=O)cc1C(=O)OCC(=O)N1CCCC1=O	-7%	9%	/	-9%	2%	-2%
28	CSCCC(NC(=O)c1ccccc1)C(=O)OCC(=O)NCc1ccco1 (centres undefined)	0%	7%	5%	?	15%	1%
29	CCn1c(=O)c(C(=O)Nc2ccc(C)cc2)c(O)c2ccccc21	-1%	6%	2%	-3%	20%	?
30	Cc1ccc(C(=O)Nc2cccc(S(=O)(=O)N3CCCCC3)c2)cc1[N+](=O)[O-]	0%	1%	-5%	17%	-66%[inhibitor]	0%

nr	Eya2 phos inh	ASM inhibitor	Mito fusion yeast	TSHR antag	ELG1 repair inh
14	11%	2%	23%	6	10%
15	-39%	-7%	5%	-8	-25%
16	-12%	-10%	9%	-17	?
17	13%	5%	-3%	-2	1%
18	2%	-9%	9%	-4	7%
19	4%	-4%	1%	-2	2%
20	9%	7%	12%	8	-2%
21	-28%	2%	7%	2	?
22	-15%	0%	-4%	-4	-16%
23	12%	61%[activator]	-2%	2	5%
24	3%	-15%	?	1	?
25	-17%	-3%	-1%	10	4%
26	4%	-5%	11%	-41	?
27	-2%	12%	-2%	-1	-9%
28	0%	2%	/	/	15%
29	3%	-3%	0%	25	9%
30	14%	-4%	5%	-37	11µM*

# Next results
nr	compound	PTAP TSG101 blk	A-T KAP1 phos	TCR activator	Tb PFK inh	Integrin act MD	BCR signal inh
31	COc1ccc(C(C[N+](=O)[O-])c2c(C)[nH]n(-c3ccccc3)c2=O)cc1 (centres undefined)	-2%	-7%	3%	7%	-60%[inhibitor]	?
32	C[C@]12CC[C@H](O)C[C@@H]1CC[C@@H]1[C@@H]2CC[C@@]2(C)[C@H]1CCC(=O)[C@]21CCCO1	1%	13%	-2%[46.1 µM]	2%	8%	1%
33	CCCc1cc(N2CCCC(C(=O)NCc3ccc4c(c3)OCO4)C2)n2ncnc2n1 (centres undefined)	-9%	-3%	5%	1%	-13%	5%
34	CC(=O)c1ccccc1NC(=O)COC(=O)C1=NN(c2ccccc2)C(=O)CC1	-1%	2%	1%	-6%	4%	4%
35	CC1Cc2ccccc2N1c1ncnc2c1nnn2Cc1ccccc1Cl (centres undefined)	-1%	0%	1%[46.1 µM]	-5%	-2%	-3%
36	CCNc1cc2n(c(=O)n1)CCc1cc(OC)c(OC)cc1-2	-2%	19%	0%	-2%	-13%	-13%

nr	Eya2 phos inh	ASM inhibitor	Mito fusion yeast	TSHR antag	ELG1 repair inh
31	-14%	-2%[11.5 µM]	-7%	6	-15%
32	-12%	-1%	/	-12	3%
33	-1%	0%	-2%	5	?
34	-4%	-1%	-5%	-5	15%
35	0%	3%	3%	5	0%
36	9%	42%[activator]	3%	-8	?
